# High-throughput results (PubChem BioAssay)
# TRPML3 ag – activates the human TRPML3 channel. activation, % at 3 µM. AID 1448. 220,000 compounds, 0.29% hits. HEK293 TRPML3-YFP, Fluo-8 calcium fluorescence; 100% = the carbachol control signal. Q8TDD5;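 active means activation above its plate's cutoff, the mean activation of the plate's test wells plus 3 SD, cut at about 12% in these data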;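 further: 0% = DMSO only wells and 100% = carbachol wells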
#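 Test system – HEK293 line with stable expression of human TRPML3-YFP channel · Control set – carbachol 87 µM final as high control (100%), DMSO as low control (0%) · Signal – Fluo-8 calcium dye fluorescence, ex 470-495, em 515-575 nm · Incubation – 1-h 37 °C dye load, 5-s basal, 120-s post-compound reads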
# p47phox inh – blocks human p47phox regulatory protein of NADPH oxidases; AID 1274; inhibition, % at 24.7 µM; P14598; 220,000 compounds, 0.53% hits; p47phox/p22phox peptide binding, fluorescence polarization, 2 h;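 active means inhibition above about 30%, limit read from the data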;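 further: 0% = p47phox with labelled peptide and 100% = labelled peptide alone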
# Target sequence (P14598 whole entry, looked up): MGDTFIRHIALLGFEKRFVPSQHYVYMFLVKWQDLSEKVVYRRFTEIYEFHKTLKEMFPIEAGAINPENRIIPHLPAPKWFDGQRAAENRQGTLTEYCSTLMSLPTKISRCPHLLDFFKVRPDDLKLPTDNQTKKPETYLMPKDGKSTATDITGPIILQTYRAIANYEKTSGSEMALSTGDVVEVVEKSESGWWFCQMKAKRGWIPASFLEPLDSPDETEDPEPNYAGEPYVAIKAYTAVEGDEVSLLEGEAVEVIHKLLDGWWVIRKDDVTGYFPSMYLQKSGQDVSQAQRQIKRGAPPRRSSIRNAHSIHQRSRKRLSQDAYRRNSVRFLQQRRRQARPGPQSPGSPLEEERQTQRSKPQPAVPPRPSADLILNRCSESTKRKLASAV
# EBV gp42 block – blocks Epstein-Barr virus glycoprotein 42 binding; Q1HVG2; Fluorescence polarization binding assay, mP read-out; inhibition, % (tested at 21.74 µM); 220,000 compounds, 0.42% hits; AID 1085; in the data active means inhibition above about 50%
# PPC-1+TRAIL kill – compounds killing PPC-1 cancer cells with TRAIL present (potentiator screen, no TRAIL-free arm) | PPC-1 cells + TRAIL, ATPLite viability luminescence | cell killing (% activity), % at 4 µM | 220,000 compounds, 0.41% hits | AID 1443;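 active means cell killing above 50% in the first pass at 4 µM, then a duplicate retest at 5 µM averaging 50% or more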;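 further: plate controls were cells with TRAIL plus DMSO for no effect and medium-only wells lacking cells for full effect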
# CHOP inh – inhibitors of CHOP induction in ER stress response; CHO-K1 CHOP-promoter luciferase, tunicamycin-induced, 15-18 h; inhibition, % at 10 µM; 220,000 compounds, 3.8% hits; AID 2732;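 active means compounds that reduced the stress-induced luciferase reporter signal by more than about 70% of percent inhibition, limit read from the data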;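 further: 0% = tunicamycin plus vehicle and 100% = wells without tunicamycin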
# zfTRPN1 agonist – activates the zebrafish TRPN1 channel; HEK293 zebrafish TRPN1-YFP, Fluo-8 calcium fluorescence; 100% = response to 87 µM carbachol; activation, % at 3 µM; 220,000 compounds, 0.18% hits;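 active means activation above its plate's cutoff, the mean activation of test wells on that plate plus 3 SD, cut at about 19% in these data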;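 further: 0% = DMSO alone and 100% = 87 µM carbachol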
#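 System: zebrafish TRPN1-YFP in HEK293 cells / Dosing: 3 µM single point / Timing: dye loading 1 h at 37 °C, then 30 min room temperature / Signal: Fluo-8 calcium fluorescence, excitation 470-495 nm, emission 515-575 nm / Read-out basis: percent activation from peak over basal fluorescence ratio, control-normalized / Control set: high carbachol 87 µM, low DMSO alone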
# TNF death inh – blocks TNF-alpha induced death of Jurkat FADD-/- cells | Jurkat FADD-/- TNF necroptosis rescue, ATP luminescence, 24 h; 0 = TNF only, 100 = no-TNF cells | activation (protection from cell death), % at 10 µM | 220,000 compounds, 0.068% hits;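 active means activation, meaning protection from cell death, of at least 50% relative to plate controls; inactive means activation below 50%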;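 further: necroptosis triggered by 40 ng/mL TNF-alpha added together with compound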
# Runt-SMMHC FRET – Runt domain-CBFb-SMMHC interaction inhibition. inhibition, % at 20 µM. Cerulean-Runt/Venus-CBFb-SMMHC FRET ratio 530/480, 1 h. 220,000 compounds, 0.74% hits. Q01196+Q13951;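 active means mean inhibition across duplicate retests at 20 µM reaching about 50%, limit read from the data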;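 further: 0% = DMSO wells and 100% = wells with excess untagged CBFb-SMMHC; inhibitors lower the FRET ratio by blocking Runt binding to CBFb-SMMHC; some results filed as inactive read as strong as hits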
# Target sequence (Q01196 whole entry, looked up, the tested form may be a part): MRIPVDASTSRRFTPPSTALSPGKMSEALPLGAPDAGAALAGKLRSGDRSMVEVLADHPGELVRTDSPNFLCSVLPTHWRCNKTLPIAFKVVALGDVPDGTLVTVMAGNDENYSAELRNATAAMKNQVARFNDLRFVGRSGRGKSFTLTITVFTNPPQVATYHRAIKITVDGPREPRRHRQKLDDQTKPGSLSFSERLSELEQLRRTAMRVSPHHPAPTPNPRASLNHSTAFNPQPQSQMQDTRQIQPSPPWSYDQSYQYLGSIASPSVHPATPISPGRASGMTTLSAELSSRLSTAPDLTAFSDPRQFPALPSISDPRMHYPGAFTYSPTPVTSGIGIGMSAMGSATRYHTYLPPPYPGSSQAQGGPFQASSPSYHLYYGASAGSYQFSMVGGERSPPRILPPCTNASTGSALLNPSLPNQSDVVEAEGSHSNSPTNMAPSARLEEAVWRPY
# Target sequence (Q13951 whole entry, looked up, the tested form may be a part): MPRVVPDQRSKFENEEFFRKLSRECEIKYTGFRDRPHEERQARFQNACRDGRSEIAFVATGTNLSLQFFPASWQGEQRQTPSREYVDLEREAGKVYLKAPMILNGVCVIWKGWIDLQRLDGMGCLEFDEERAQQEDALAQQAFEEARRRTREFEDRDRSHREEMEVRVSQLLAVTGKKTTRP
# MDM2 E3 inh – inhibitors of human Mdm2 E3 ubiquitin ligase. Q00987. cell-based MDM2 ubiquitination luciferase reporter, 2 h; 0 = plate control, 100 = twice control, blank-subtracted. signal enhancement, % at 5 µM. 210,000 compounds, 0.11% hits;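 active means signal enhancement of 30% or more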;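 further: luminescence tracks abundance of the self-degrading MDM2-luciferase fusion protein; higher signal means inhibition of MDM2 E3 ligase activity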
#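 System: stable MDM2–luciferase fusion reporter cells / Input: 2000 cells seeded into each well / Schedule: 4 h settle plus 2 h compound, 37 °C / Compound: single-point 5 µM / Buffer or medium: cells held in DMEM / Benchmarks: control and blank well means / Evaluation: percent signal gain over controls, blank-subtracted / Measured by: luciferase luminescence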
# Active calls of the source: *; x = not tested or not shown; [ ] = dose if it differs, or a comment. Compounds were not picked by outcome; overall some 5.9% were active at least once.
SMILES,TRPML3 ag,p47phox inh,EBV gp42 block,PPC-1+TRAIL kill,CHOP inh,zfTRPN1 agonist,TNF death inh,Runt-SMMHC FRET,MDM2 E3 inh
COC(=O)C1=C(C(C)=O)C(c2ccc(C)cc2)n2nnnc2N1 (centres undefined),0.7,5,-1,20,-25,-0.3,0.2,2,-6
CCN1C(=O)/C(=C2\Sc3ccccc3N2CC)OC1=S,-0.2,9,-4,0,4,-0.9,0.6,12,10
Cc1ccc(N=Cc2cc(Br)cc(Cl)c2O)cc1,-0.1,-30,-15,-12,52,0.4,-4.8,-23,-14
Cc1c(-c2ccccc2)sc2nc[nH]c(=S)c12,0.5,-17,-17,18,49,1.7,-2.7,-2,5
Cc1ccc(OCC(=O)N(Cc2ccccc2)C(C)(C)C)c([N+](=O)[O-])n1,-0.4,-14,-22,-3,16,0.4,2.4,2,x
O=C(COc1cccc([N+](=O)[O-])c1)N/N=C/c1ccco1,0.5,-6,-2,0,16,1.5,1.1,0,-8
CC(=O)c1ccc(Cc2ccccc2)cc1,0.0,-4,-4,-5,-5,0.3,4.5,0,-14
CC1(C)CC(=O)c2cn3ncnc3nc2C1,0.9,-3,-4,19,-3,0.2,-0.6,0,-13
CN1CCN(C(=O)/C(C#N)=C/c2ccc(F)cc2)CC1,-0.2,-4,-7,3,-28,-0.1,0.8,-1,-2
COc1cc(S(=O)(=O)N(C)C)ccc1F,0.8,-13,-20,11,-20,0.2,-0.2,0,3
Cc1ccsc1C=Nc1c(C)n(C)n(-c2ccccc2)c1=O,0.8,-6,-25,14,-6,-0.8,-0.8,-7,-6
O=C(Nc1ccc2c(c1)OCO2)NC1CCN(Cc2ccccc2)CC1,0.1,7,-2,17,11,1.8,0.3,0,-4
CCOC(=O)C1CCCCN1Cc1cccc(OC)c1OC (centres undefined),0.3,-1,-5,-28,8,-1.6,0.4,-1,-39
Cc1ccc(NC(=O)Cc2cn3ccsc3n2)nc1,0.7,-5,50,-4[5 µM],19,0.5,6.4,0,-11
CC1CN(C(=O)Nc2ccc3snnc3c2)c2ccccc21 (centres undefined),0.0,-11,3,20,44,1.8,3.4,1,-2
COc1cc(C(=O)NC(=S)Nc2ccc(NC(=O)c3ccco3)cc2)cc(OC)c1OC,-0.4,-11,6,17,-10,1.1,2.6,2,-3
c1ccc(CC2CCN(Cc3nc(-c4ccccc4)no3)CC2)cc1,-0.3,-13,-11,9,92*,-1.9,-0.2,-2,-7
COc1ccccc1OCC(=O)N1CC2(C)CC1CC(C)(C)C2 (centres undefined),0.4,-6,-3,23,14,-0.4,0.5,-1,-8
Cn1cc([N+](=O)[O-])c(C(=O)NNC(=O)c2ccc([N+](=O)[O-])cc2Cl)n1,-0.3,-3,-6,3,-10,0.2,-0.5,-2,-14
NC(=O)CSc1nc2ccc([N+](=O)[O-])cc2[nH]1,1.0,0,6,-7,-19,-1.1,-0.8,0,-16

# Reprinted from the part before: three compounds, then new ones.
SMILES,TRPML3 ag,p47phox inh,EBV gp42 block,PPC-1+TRAIL kill,CHOP inh,zfTRPN1 agonist,TNF death inh,Runt-SMMHC FRET,MDM2 E3 inh
COc1ccccc1OCC(=O)N1CC2(C)CC1CC(C)(C)C2 (centres undefined),0.4,-6,-3,23,14,-0.4,0.5,-1,-8
Cn1cc([N+](=O)[O-])c(C(=O)NNC(=O)c2ccc([N+](=O)[O-])cc2Cl)n1,-0.3,-3,-6,3,-10,0.2,-0.5,-2,-14
NC(=O)CSc1nc2ccc([N+](=O)[O-])cc2[nH]1,1.0,0,6,-7,-19,-1.1,-0.8,0,-16
CC(C)c1cc(C(=O)Nc2cc(Br)ccc2O)no1,-0.4,-26,2,5,78*,0.4,17,-1,-30
COc1ccc(C2=CC(=O)C=CC2=O)cc1,5.6,58*,4,9,103*,1.1,-21,86*,x
CCOC(=O)c1ccc(N2C(=O)CC(N3CCC(Nc4ccc(F)cc4)CC3)C2=O)cc1 (centres undefined),0.8,-13,-11,14,84*,-0.1,1.1,-2,-15
Cc1ccc(S(=O)(=O)N(C)c2ccc(OCC(=O)OCc3c(C)noc3C)cc2)cc1,1.4,-14,1,-6,-4,0.4,-1.1,-1,10
COc1ccc(C(C(=O)NC2CCCC2)N(C(=O)c2snc(-c3ccc(F)cc3)c2N)c2ccccc2)cc1 (centres undefined),0.2,1,-18,12,28,-0.9,-2.7,-8,-11
COc1cc(-c2nnc(SCC(=O)N(C)C3CCS(=O)(=O)C3)o2)cc(OC)c1OC (centres undefined),0.7,3,-1,24,-18,-1.1,0.7,-3,4
O=S(=O)(Nc1cccc(-c2cn3cccnc3n2)c1)c1ccc(-c2ccccc2)cc1,1.0,-30,-22,9,-2,4.0,-2.5,-7,1
CC1CCc2c(sc3ncn(N)c(=N)c23)C1 (centres undefined),0.9,1,-28,3,15,1.6,1.9,-6,-9
O=C(COc1ccc(Cl)cc1Cl)Nc1nc2n(n1)C(c1ccccc1)CC(=O)N2 (centres undefined),0.2,-8,-6,-10,5,-0.4,-4.8,2,-6
CN(CC(O)CN)CC(O)CN1CCCCC1 (centres undefined),0.4,3,-20,14,62,0.1,-1.4,-4,-20
Cn1c(C(=O)N2CCCC(C(=O)NCc3ccc4c(c3)OCO4)C2)cc2sccc21 (centres undefined),1.4,-10,-1,-12,40,2.1,0.3,-2,-17
COCCOC(=O)c1c(C)oc2ccc(OC(=O)c3ccco3)cc12,0.1,-3,-1,12,27,0.4,-0.1,-4,-2
COc1cc(C(C#N)N2CCOCC2)ccc1O (centres undefined),-0.2,-4,-10,-4,6,1.4,-4.4,-9,-7
Cc1onc(-c2ccccc2)c1C(=O)Nc1ccc2c(C)cc(=O)oc2c1,0.3,-16,-22,15,10,-0.6,1.3,1,-18
CNC(=S)N/N=C/c1ccc(N(C)C)cc1,-0.3,-6,-14,8,-3,0.7,0.9,5,-17
Cc1cccc(CSc2nc(N)c(C#N)c(-c3cccs3)c2C#N)c1,0.0,-27,-2,18,6,1.1,-0.8,3,0
Cc1ccc2c(c1)NC(=O)C(N1CCOCC1)(C(F)(F)F)O2 (centres undefined),0.1,-5,-13,-4,59,1.1,0.1,-6,-14
CCOC(=O)C1=C(C)NC(=O)C1CC(=O)O (centres undefined),0.6,0,-13,15,-56,1.0,-1.0,0,-8
CS(=O)(=O)c1cccc(C(=O)NCc2ccc(F)cc2)c1,1.0,-10,-9,-11,2,-0.1,0.2,0,-17
Cc1ccsc1C(=O)N/N=C/C=C/c1ccccc1[N+](=O)[O-],0.7,-9,-13,21,1,-0.5,-0.9,-4,-9
CCC(=O)N1CCN(c2ccccc2NC(=O)COc2cc(C)ccc2C(C)C)CC1,2.1,-11,-12,-4,77*,-0.9,-6.4,-4,-8
CCCCn1c(SCC(=O)NCc2ccco2)nc2cc(S(N)(=O)=O)ccc21,0.1,-5,-9,21,-4,0.3,-2.2,2,-6
COc1ccc(C(=O)N2c3ccc(F)cc3CCC2C)cc1OC (centres undefined),0.1,-10,-6,31,-20,-0.8,-3.6,0,-7
COc1cc(/C=N/Nc2snc(SC)c2C#N)cc(OC)c1OC,0.2,-5,-8,23,20,0.2,-3.5,3,-22
O=Cc1c(N2CCC3(CC2)OCCO3)nc2ccccn2c1=O,0.3,-16,-19,10,24,1.4,0.1,2,-8
COc1cc(C(C(=O)NC(C)(C)C)N(C(=O)CNC(=O)c2cccs2)c2ccccc2)cc(OC)c1OC (centres undefined),0.7,-8,-4,0,11,0.5,-2.9,3,5
CCC(C)NS(=O)(=O)c1ccc(OCC(=O)NCC2CCCO2)cc1 (centres undefined),0.6,-16,20,23,19,-0.3,0.1,2,-2
C=CCn1c(CNC(=O)c2cccs2)nnc1SCC(=O)c1ccc(Br)cc1,0.9,-19,-13,2,3,-0.1,-0.8,4,-9
CCn1c(COc2cccc(C)c2)nnc1SCC(=O)N1CCCC1,-0.3,-6,-6,9,23,-0.2,-0.3,-5,x
Cc1cc(-c2c(C)[nH]n(-c3ccccc3)c2=O)n(-c2ccccc2)n1,0.1,-2,-9,10,2,-0.4,-2.4,2,-6
COc1ccc(-c2c3c(=O)n(C)c(=O)n(C)c3cn2-c2cc(OC)ccc2OC)cc1,0.3,-14,-19,-1,8,-0.1,-1.3,0,17
Cc1cc(C)cc(N2CC(O)=C(c3nc4ccccc4c(=O)[nH]3)C2=N)c1,0.1,3,-26,1,49,-0.3,-2.0,-2,-12
CC(=O)c1cc2c(cc1NC(=O)c1cnc(C)cn1)OCO2,0.1,-5,-19,-2,6,0.8,-7.8,-4,-14
CN(CCn1ccnc1)C(=O)CC1C(=O)NCCN1Cc1ccccc1C(F)(F)F (centres undefined),0.6,0,-3,5,5,1.0,-0.3,-1,16
COc1ccc(C(=O)Nn2cnnc2)cc1,0.3,-7,-22,18,-8,-1.1,1.7,-2,x
Cc1cc(C)cc(N2C(=O)CC(Sc3ccccc3C(=O)O)C2=O)c1 (centres undefined),-0.2,-14,-6,-10,17,-1.8,0.9,8,-11
CCCC(=O)N=C1SC2CS(=O)(=O)CC2N1c1ccc(C(C)=O)cc1 (centres undefined),0.1,-4,-15,-13,24,-1.1,-3.0,4,-11
Cc1cc(C(=O)NCCC(c2ccccc2)c2ccccc2)c(C)o1,-1.1,-15,-4,17,6,0.1,-1.9,-11,-1
CC1CCc2c(sc(/N=C/c3ccco3)c2C(N)=O)C1 (centres undefined),-0.4,-25,3,49[5 µM],19,0.4,-2.4,-1,-25
O=C(Nc1ccc2oc(-c3ccccc3Cl)nc2c1)c1cncc(Br)c1,-0.3,-10,1,5,71*,0.0,0.5,-6,-2
Cc1nc(N)sc1-c1csc(NCc2ccccc2)n1,0.8,-28,-6,15,1,1.4,1.4,-1,-3
Cc1ccccc1NC(=S)NCCc1ccc(S(N)(=O)=O)cc1,-0.2,-6,-23,4,2,0.4,-0.4,0,5
Fc1ccc(NC(=S)NC2CCN(Cc3ccccc3)CC2)cc1,3.3,-7,-8,18,-11,5.5,-2.3,3,22
CC12CCC(=O)N1C(C(=O)OCC(=O)Nc1cc(S(=O)(=O)N3CCCCC3)ccc1Cl)CS2 (centres undefined),2.6,2,-5,15,-4,5.6,-1.7,2,1
CC12CC3CC(C)(C1)CC(CN)(C3)C2,1.0,-16,-21,-20,5,0.9,1.9,0,x
